Screening results deposited in PubChem by several laboratories.
FLuc inh counter: inhibits firefly luciferase, flagging false hits in luciferase inhibition screens. P08659. ATPLite firefly luciferase biochemical luminescence, 10 min. inhibition, % at 10 µM. 200,000 tested, 1.5% active. AID 1006;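 active means inhibition above about 50% when tested at 10 µM, limit read from the data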
RAM inhibit: yeast RAM network inhibition | S. cerevisiae dse1pr::URA3 reporter, 5-FOA growth OD615, 2 d; analog-sensitive cbk1-as2 kinase mutant strain | AID 868 | 190,000 tested, 1.8% active | inhibition, % at 50 µM;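 active means inhibition above a set limit, 3 SD over mean compound inhibition, cut at about 8.4% in these data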;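 further: 0% = DMSO-only wells with no growth and 100% = 10 µM 1-NA-PP1 full growth; inhibition rescues growth on 5-FOA so higher OD means more RAM inhibition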
NF-kB neuron act: NF-kB expression increase, human neuronal cells | 190,000 tested, 1.6% active | AID 1239 | fold change at 12.5 µM | NF-kB reporter expression; hits give high values; in the data active means fold change above about 3.3
The depositor's hits bear a star. Only part of the results is shown. The share of hits here may be higher or lower than overall.

1) c1ccc2c(c1)CCN(c1ncnc3c1[nH]c1ccccc13)C2
2) CCn1ncc(C2=NOC(C(=O)N3CCC(C(N)=O)CC3)C2)c1C (stereo not drawn)
3) CC(=O)N1CCCc2cc(S(=O)(=O)Nc3ccc4c(c3)OCO4)ccc21
4) CCC(=O)Nc1cccc(NC(=O)c2ccc3c(c2)OCCO3)c1
5) COc1ccccc1CN1CCN(C(CC(C)C)c2nnnn2Cc2cccs2)CC1 (stereo not drawn)
6) Cc1cc(NC(=O)c2noc3c2CCc2ccccc2-3)no1
7) CCOC(=O)c1c(C)[nH]c(C(=O)CN2C(=O)NC(C)(c3ccc(C)cc3)C2=O)c1C (stereo not drawn)
8) Cc1cc(Oc2ccccc2)nc2ccc(O)cc12

compound no.	1	2	3	4	5	6	7	8
FLuc inh counter	-13	-1	-6	42	4	-2	-4	2
RAM inhibit	0.5	1.0	-0.1	0.0	1.8	2.4	2.2	1.6
NF-kB neuron act	0.42	1.2	1	1.4	0.89	1.7	0.88	1.4

Six of these compounds, set out differently:
entry | Compound | FLuc inh counter | RAM inhibit | NF-kB neuron act
1 | c1ccc2c(c1)CCN(c1ncnc3c1[nH]c1ccccc13)C2 | -13 | 0.5 | 0.42
2 | CCn1ncc(C2=NOC(C(=O)N3CCC(C(N)=O)CC3)C2)c1C (stereo not drawn) | -1 | 1.0 | 1.2
3 | CC(=O)N1CCCc2cc(S(=O)(=O)Nc3ccc4c(c3)OCO4)ccc21 | -6 | -0.1 | 1
4 | CCC(=O)Nc1cccc(NC(=O)c2ccc3c(c2)OCCO3)c1 | 42 | 0.0 | 1.4
5 | COc1ccccc1CN1CCN(C(CC(C)C)c2nnnn2Cc2cccs2)CC1 (stereo not drawn) | 4 | 1.8 | 0.89
6 | Cc1cc(NC(=O)c2noc3c2CCc2ccccc2-3)no1 | -2 | 2.4 | 1.7

Next section.
9) CN1C2CCC1/C(=C\c1ccccc1Cl)C(=O)/C2=C\c1ccccc1Cl
10) Cn1c(=O)c2c(nc(NCCO)n2CCc2ccccc2)n(C)c1=O
11) COc1ccc(C(NC(C)=O)c2ccc3cccnc3c2O)c(OC)c1 (stereo not drawn)
12) Nc1c2c(nc3ccccc13)N(C1CCCCC1)CC2
13) O=C(/N=C1\NC(=O)C(F)(C(F)(F)F)S1)NC1CCCCC1 (stereo not drawn)
14) Cn1c(=O)c2cn(-c3cccc4ccccc34)cc2n(C)c1=O
15) Cc1cc(NS(=O)(=O)c2ccccc2)c(C)c(Cl)c1O
16) COc1ccccc1CC(=O)NCC1CCCO1 (stereo not drawn)

compound no.	9	10	11	12	13	14	15	16
FLuc inh counter	-8	-2	-2	3	7	5	-5	-2
RAM inhibit	-0.4	1.1	4.3	0.4	0.8	1.6	2.1	1.5
NF-kB neuron act	1.2	1.2	1.5	1	1.2	0.83	1.1	1
